# Screening data as filed in PubChem.
# IMP-1 inh: inhibitors of Pseudomonas aeruginosa IMP-1 metallo-beta-lactamase; purified IMP-1, nitrocefin hydrolysis, epi-absorbance fluorescence; inhibition, % at 5.6 µM; 290,000 tested, 0.45% active; AID 1556;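 active = inhibition above the mean plus 3 SD of all compounds in the same screening run, cut at about 4.5% in these data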;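 note: 0% = IMP-1 with DMSO and 100% = DMSO wells lacking enzyme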
#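 assay system = purified recombinant IMP-1 metallo-beta-lactamase enzyme | schedule = 15 min preincubation plus 25 min reaction at 25 °C | signal = Epi-absorbance fluorescence, 480 nm excitation, 530 nm emission | read-out basis = percent inhibition from optical density relative to buffer-blank wells | controls = IMP-1 with DMSO as 0%, enzyme-free DMSO as 100%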
# PHOSPHO1 block: PHOSPHO1 (human) inhibition; recombinant PHOSPHO1, absorbance phosphatase assay; inhibition, % at 13.3 µM; 290,000 tested, 1.1% active; AID 1565; in the data active = inhibition above about 60%
# IDE cell inh: inhibitors of human insulin-degrading enzyme in cells; P14735; HEK cells, FAbetaB cleavage, fluorescence polarization; inhibition, % at 5.59 µM; 320,000 tested, 0.41% active; AID 434962;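 active = percent inhibition above the average of all tested compounds plus 3 SD, set per screening campaign, cut at about 16% in these data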;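 note: IDE supplied by intact live HEK cells; FP after avidin binding of uncleaved biotin substrate so inhibition keeps polarization high; 0% = DMSO wells and 100% = 60 µM reference IDE inhibitor Ii1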
# Target sequence (P14735 whole entry, looked up): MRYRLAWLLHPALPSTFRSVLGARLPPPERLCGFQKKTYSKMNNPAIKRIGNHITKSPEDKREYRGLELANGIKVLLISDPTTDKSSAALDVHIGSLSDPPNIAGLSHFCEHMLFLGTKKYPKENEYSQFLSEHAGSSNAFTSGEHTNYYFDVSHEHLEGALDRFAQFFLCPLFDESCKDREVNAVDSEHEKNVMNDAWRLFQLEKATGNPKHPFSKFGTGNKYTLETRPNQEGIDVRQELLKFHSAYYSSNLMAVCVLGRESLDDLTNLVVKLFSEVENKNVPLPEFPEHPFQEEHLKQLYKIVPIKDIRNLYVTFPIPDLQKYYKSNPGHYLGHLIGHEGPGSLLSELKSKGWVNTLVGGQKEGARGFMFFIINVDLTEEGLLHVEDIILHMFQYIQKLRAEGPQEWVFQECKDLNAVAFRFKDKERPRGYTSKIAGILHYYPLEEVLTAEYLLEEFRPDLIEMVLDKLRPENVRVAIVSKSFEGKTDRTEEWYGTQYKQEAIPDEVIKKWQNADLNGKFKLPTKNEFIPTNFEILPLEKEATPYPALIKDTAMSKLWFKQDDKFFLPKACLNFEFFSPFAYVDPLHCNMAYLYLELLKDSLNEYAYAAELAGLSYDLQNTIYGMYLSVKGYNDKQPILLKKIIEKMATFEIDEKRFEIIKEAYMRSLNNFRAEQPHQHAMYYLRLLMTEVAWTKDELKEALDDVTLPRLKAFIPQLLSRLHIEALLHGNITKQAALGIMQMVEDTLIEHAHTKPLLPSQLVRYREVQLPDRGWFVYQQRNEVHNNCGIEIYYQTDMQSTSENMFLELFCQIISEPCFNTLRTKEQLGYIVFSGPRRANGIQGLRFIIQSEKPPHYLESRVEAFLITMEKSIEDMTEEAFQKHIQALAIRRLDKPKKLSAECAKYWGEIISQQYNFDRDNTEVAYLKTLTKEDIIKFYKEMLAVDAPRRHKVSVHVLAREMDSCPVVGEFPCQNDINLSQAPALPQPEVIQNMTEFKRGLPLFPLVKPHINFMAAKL
# p-CIP stab down: lowers stability of the mouse p/CIP coactivator protein | decrease of EGFP signal, % at 10 µM | Q05BA5 | F442A p/CIP-EGFP cells, EGFP fluorescence, 16 h | 290,000 tested, 0.01% active;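 active = EGFP signal decrease of at least 30% at 10 µM or well 3 SD below plate mean, unless failing retest; inactive = the rest, including hits failing retest or dose response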; note: some compounds called inactive have numbers as strong as hits; many of its hits are not listed in these tables
# VIM-2 inh: inhibitors of Pseudomonas aeruginosa VIM-2 metallo-beta-lactamase; purified VIM-2, nitrocefin hydrolysis, epi-absorbance fluorescence; inhibition, % at 5.6 µM; 290,000 tested, 0.89% active;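 active = inhibition above the mean of all tested compounds plus 3 SD, cutoff set per screening run, cut at about 7.5% in these data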;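 note: red hydrolysis product quenches plate fluorescence so inhibitors raise well fluorescence; 0% = enzyme with DMSO and 100% = DMSO without enzyme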
# IDE act: activators of human insulin-degrading enzyme in cells | P14735 | 340,000 tested, 0.073% active | AID 493087 | activation, % at 5.96 µM | HEK cells, FAbeta-B cleavage, fluorescence polarization; 0% vehicle, 100% cell-free pure enzyme wells;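 active = activation above the mean of all tested compounds plus 3 SD, set per screening campaign, cut at about 17% in these data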
# NALP1 inh: NALP1 inhibition. S. cerevisiae NALP1/ASC/caspase-1 growth, X-gal OD620, 72 h. inhibition, % at 10 µM. 280,000 tested, 0.61% active; in the data active = inhibition mostly above about 24%, no sharp cut-off; inactive = mostly below about 32%; note: some compounds called inactive have numbers as strong as hits
# M18AAP inhibitor: blocks P. falciparum M18 aspartyl aminopeptidase; recombinant PfM18AAP, H-Glu-NHMec fluorogenic cleavage; inhibition, % at 7.35 µM; 290,000 tested, 1.2% active; AID 1822;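 active = inhibition above the campaign mean inhibition over all tested compounds plus 3 SD, cut at about 28% in these data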;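 note: 0% = plate median of test compound wells and 100% = 2 mM ZnCl2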
# GPR7 antagonist: antagonists of human GPR7 (neuropeptides B/W receptor 1); inhibition, % at 4.4 µM; GPR7-expressing cells, fluorescence antagonist assay; P48145; 290,000 tested, 1.1% active; AID 1861; in the data active = inhibition above about 16%, passing the limit was not always enough;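 note: cells stimulated with the agonist NPW; 0% = agonist with vehicle and 100% = vehicle without agonist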
# Numbers without * were called inactive; . = no result given. An unsorted share of the library. Share with any hit: about 5.3%.
SMILES	IMP-1 inh	PHOSPHO1 block	IDE cell inh	p-CIP stab down	VIM-2 inh	IDE act	NALP1 inh	M18AAP inhibitor	GPR7 antagonist
O=C(C1CN(S(=O)(=O)c2ccccc2)CCN1S(=O)(=O)c1ccccc1)N1CCCCCC1 (configuration not stated)	1.4	16	-8	-4	-1.2	-1	7	4	9
CCOC(=O)c1cc(CC)sc1NC(=O)CCC(=O)O	-3.8	35	0	-6	1.2	4	3	6	-5
O=S(=O)(Nc1ccc2c(c1)OCO2)c1ccccc1	-2.9	0	-1	2	-2.1	0	11	-1	0
CC12CCC(=O)N1C(C(=O)Nc1cc(S(=O)(=O)N3CCCCCC3)ccc1OCC(F)(F)F)CS2 (configuration not stated)	-2.3	.	-1	2	0.3	0	24	-3	22
CC1(C)C2([N+](=O)[O-])CN3CC1([N+](=O)[O-])CN(C2)C3c1ccc(O)c(O)c1 (configuration not stated)	-2.8	13	-4	-2	-1.2	5	.	77*	-12
CN(CCCC(=O)NCCc1ccccc1)S(=O)(=O)c1ccc([N+](=O)[O-])cc1	-2.7	19	5	-13	-3.3	5	5	-7	0
COc1ccccc1N1CCN(/N=C\c2cccnc2)CC1	-3.9	.	-1	-6	-4.6	8	-44	4	-10
COc1ccc(Cc2nc(-c3ccccn3)no2)cc1	0.8	2	0	-5	-2.0	4	9	3	16
CCOC(=O)c1ccc(NC(=O)c2nn(C)cc2Br)cc1	-1.2	-10	0	0	-2.2	6	11	6	-9
COc1ccc(S(=O)(=O)N2CC(C(=O)O)Oc3ccccc32)cc1 (configuration not stated)	-2.3	29	5	-2	-5.0	2	14	-2	6
CC(=O)Oc1ccc(NC(=O)CCC2CCCCC2)c(C(=O)O)c1	-2.6	-11	-6	-1	0.2	1	0	0	-10
CCN(CC(=O)Nc1ccc(NC(C)=O)cc1)C(=O)Cc1cccc2ccccc12	0.8	28	-8	-3	-0.7	3	1	-10	1
CCCCNC(=S)NCC(c1ccccc1)c1c[nH]c2ccccc12 (configuration not stated)	-4.3	29	3	-10	-3.8	-2	10	8	17
Cc1ccc(Cn2c(=N)c(C(=O)NCC3CCCO3)cc3c(=O)n4cccc(C)c4nc32)cc1 (configuration not stated)	-2.9	16	0	-15	3.0	4	11	6	0
Cc1cc(C)c2c(CN3CCN(Cc4ccc5c(c4)OCO5)CC3)cc(=O)oc2c1	-2.9	-5	2	-10	2.0	-6	15	-3	-8
CC1(C)CC(=O)C(/C=N/c2ncccc2C(=O)O)=C(O)C1	0.2	3	-2	1	-3.0	3	10	-2	3
O=C(Nc1ccccc1C(=O)NCC1CCCO1)c1ccccc1 (configuration not stated)	-2.4	21	3	0	-1.4	1	-8	1	-11
COc1ccc(C(=O)Nc2nnc(-c3ccc(F)cc3)s2)c(OC)c1	-2.8	36	.	6	-1.4	2	22	-7	5
CCOc1ccc(/C=c2\sc3nc(-c4ccco4)nn3c2=O)cc1OCC	0.8	36	3	-10	-0.5	1	36	5	-2
Cc1cccc(NC(=O)CCCn2cc([N+](=O)[O-])cn2)n1	-0.1	-14	3	2	0.6	4	8	-5	-6
CCOc1ccc(N(CC(=O)Nc2cccnc2)S(C)(=O)=O)cc1	-1.9	23	1	0	-4.4	6	-1	-2	2
Cc1cc(C(=O)NC2CCCc3c2cnn3-c2ccc(C)c(C)c2)no1 (configuration not stated)	-1.1	33	0	-3	-1.4	5	13	1	9
CCN(CC)S(=O)(=O)c1ccc2c(c1)nc(CCC(=O)Nc1ccc3c(c1)OCO3)n2CC	-2.8	-8	-4	0	-0.2	5	30	3	-9
O=C(NCC(=O)N1CCCC1C(=O)O)OC1CCCCC1 (configuration not stated)	-2.6	-6	6	-5	-3.0	4	.	5	-6
Cc1cccc(-n2c(C)cc(/C=N\NC(=O)c3ccco3)c2C)c1	-2.4	-60	0	-5	-2.8	0	-29	-2	-13
Cc1ccc(C(=O)O/N=C2\CC3CCC2(C)C3(C)C)cc1 (configuration not stated)	-4.2	-1	-1	6	-0.2	2	-36	-6	-14
COc1cccc(N2CCN(C3CC(=O)N(c4cccc(Cl)c4)C3=O)CC2)c1 (configuration not stated)	-3.5	29	0	-7	-3.4	5	-2	6	-2
O=C(Cc1ccccc1[N+](=O)[O-])N1CCc2ccccc2C1	-4.3	-18	3	12	-1.5	5	8	4	-6
Cc1ccc(Nc2nc(N)nc(CCl)n2)c(C)c1	-3.9	16	-2	-11	-4.0	3	1	-6	1
N/C(=N\OC(=O)c1ccc(Cl)cc1Cl)c1ccncc1	-0.7	12	1	-3	-1.8	-1	-2	1	-14
COc1ccc(N2C(=O)CC(NNC(=O)c3ccco3)C2=O)cc1 (configuration not stated)	-2.3	12	9	-3	-1.0	6	11	-8	5
C=CCC(C(=O)NC(C)c1ccccc1)C(=O)NC(C)c1ccccc1 (configuration not stated)	-1.3	.	3	-8	-1.1	0	15	-1	-3
COC(=O)c1ccc(CSc2nc(-c3ccco3)cc(C(F)(F)F)n2)o1	0.6	-6	6	2	-3.2	0	16	2	-8
O=S(=O)(NCc1csc(-c2cccnc2)n1)c1ccc(Cl)s1	-1.4	14	6	-6	-0.8	5	41	-2	13
C=CCNC(=O)C1CCN(S(C)(=O)=O)CC1	-0.3	16	2	-2	1.5	5	13	4	-10
Cc1cccc(NC(=O)c2ccc(S(=O)(=O)N(C)C)cc2)n1	-3.5	10	-2	5	-4.6	5	14	-2	-5
Cc1cc(=O)cc(C)n1-c1ccccc1N1CCOCC1	-1.0	4	10	-1	-2.2	1	35	-2	1
OC(COc1ccc(F)cc1Cl)CN1CCc2ccccc2C1 (configuration not stated)	-2.3	13	-2	-3	0.8	-2	22	7	-9
S=C(NCCCNC(=S)Nc1ccccc1)Nc1ccccc1	-2.1	0	3	-3	-4.5	-4	0	18	13
Cc1cccc(Cl)c1OCCCCn1ccnc1	-1.4	-22	3	-1	-2.3	3	13	5	-10
CCC1CCCCN1CCCNC(=O)c1ccc2c(c1)N(Cc1ccc(F)cc1)C(=O)c1ccccc1S2=O (configuration not stated)	-0.3	0	-11	-8	1.0	7	7	2	2
CC1(C)Oc2ccc3ccc(=O)oc3c2/C(=C/NCCN/C=C2\C(=O)C(C)(C)Oc3ccc4ccc(=O)oc4c32)C1=O	-0.3	4	-4	3	-4.0	.	33	-4	6
COc1ccc(CC(C)N2CCN(c3cccc(C(F)(F)F)c3)CC2)cc1OC (configuration not stated)	-2.5	-3	0	-10	-5.1	1	4	1	16
COc1ccc(N(C(=O)CNC(=O)c2ccco2)C(C(=O)NC2CCCC2)c2cccnc2)cc1 (configuration not stated)	1.7	26	-5	-24	0.1	4	9	-5	-4
O=c1c(-c2ccccc2)coc2cc(O)ccc12	0.1	-111	4	14	0.4	3	14	3	7
Cc1nnc(SCC(=O)N2CCC(Cc3ccccc3)CC2)n(N)c1=O	-5.0	-11	5	-1	-0.9	-4	22	-1	-8
CCc1nc(Cl)c(C#N)c2c1CSC(C)(C)C2	1.1	1	-3	-4	1.6	0	13	-13	-5
CCOC(=O)CC1COCCN1C(=O)c1cc(COc2ccc(F)cc2Cl)on1 (configuration not stated)	0.6	27	3	-21	0.3	1	0	-10	9
COC(=O)CCC(=O)N1CCCC(CO)(Cc2ccccc2F)C1 (configuration not stated)	-3.4	14	8	-3	-3.0	2	19	-5	-1
CCN(CC)C(=O)CSc1nc2sc(C)c(C)c2c(=O)[nH]1	-5.2	9	-3	-2	1.0	0	-4	-9	-7
CCc1ccc2[nH]c3nc(SCC(=O)NCC4CCCO4)nnc3c2c1 (configuration not stated)	-1.4	14	.	-4	-2.7	6	10	0	-6
CC(=O)Nc1ccc2c(c1)ncn2-c1ccc(C)cc1	-4.5	8	1	8	-0.8	5	12	-2	-10
CCCCNC(=O)COC(=O)c1ccc(Cl)c(S(N)(=O)=O)c1	-2.7	-3	0	1	-1.3	6	48	-3	1
COc1ccc(N2CCN(C(=S)Nc3ccc(F)cc3)CC2)cc1	-2.8	13	6	-5	-3.4	2	3	6	4
Nc1nn(-c2cccc(F)n2)cc1-c1ccccc1	-1.8	4	.	12	-1.8	3	8	-17	-4
CCc1n[nH]c(=S)n1/N=C/c1c(C)nn(-c2ccccc2)c1Cl	-1.2	-13	-1	-9	-1.1	4	18	7	-24
Cc1[nH]c(=O)[nH]c(=O)c1S(=O)(=O)NCCOC12CC3CC(CC(C3)C1)C2	-3.0	29	-2	7	0.7	2	-1	-7	-13
O=C(/C=C/c1ccc(Br)o1)NC(c1ccccc1)c1ccccc1	-3.0	-11	8	-10	-2.5	-2	8	-13	-17
O=C(COC(=O)c1cn(-c2ccccc2)nc1-c1ccccc1)Nc1ncc(Cl)cc1Cl	-0.7	30	7	-19	-1.8	3	.	-1	-6
O=c1c2cc(Cl)cc(Cl)c2nc2n1CCC2	-3.7	7	2	0	-1.0	2	-13	3	-11

# Single records, from the list above. Order of screens: IMP-1 inh	PHOSPHO1 block	IDE cell inh	p-CIP stab down	VIM-2 inh	IDE act	NALP1 inh	M18AAP inhibitor	GPR7 antagonist
# Shown for O=c1c(-c2ccccc2)coc2cc(O)ccc12 = 0.1	-111	4	14	0.4	3	14	3	7
# Shown for Cc1nnc(SCC(=O)N2CCC(Cc3ccccc3)CC2)n(N)c1=O = -5.0	-11	5	-1	-0.9	-4	22	-1	-8
# Shown for CCN(CC)C(=O)CSc1nc2sc(C)c(C)c2c(=O)[nH]1 = -5.2	9	-3	-2	1.0	0	-4	-9	-7

# The listing continues:
SMILES	IMP-1 inh	PHOSPHO1 block	IDE cell inh	p-CIP stab down	VIM-2 inh	IDE act	NALP1 inh	M18AAP inhibitor	GPR7 antagonist
Cc1cc(C)cc(OCC(=O)Nc2ccc3c4c(cccc24)CC3)c1	-1.5	34	0	-7	-1.0	12	19	-5	4
Clc1cccc(Cl)c1Cn1ccc(C2CC2)n1	-1.7	24	-4	-9	0.9	3	-4	-11	-4
O=C(Nc1cccc(Cl)c1)c1ccc(S(=O)(=O)NCC2CCCO2)cc1 (configuration not stated)	-2.2	31	-7	-6	-0.3	1	2	0	-6
COc1ccc(Cn2c(O)c(C=Nc3ccc(O)cc3)c3ccccc3c2=O)cc1	-4.2	23	6	-7	1.4	-3	39	4	-6
O=C(NCCn1c(-c2ccncc2)nc2ccccc21)[C@H]1CCCN1c1nc(CN2CCCCC2)cs1	-0.7	20	8	-1	-2.5	4	38	4	3
Cc1csc(SCC(=O)Nc2ccccc2[N+](=O)[O-])n1	-2.1	11	-2	-2	-1.7	3	-10	-2	-5
CCOC(=O)C1CCCN(C(=O)/C=C/c2ccc(Cl)cc2)C1 (configuration not stated)	-3.3	27	4	2	-1.4	-1	-29	-15	4
Cc1cccc(C)c1NC(=O)CCCN1C(=O)C(c2ccccc2)Oc2cccnc21 (configuration not stated)	-2.5	27	1	-14	-3.1	-2	8	-6	14
